# DAT uptake mod: changed hDAT dopamine uptake under cocaine IC80, either direction, primary screen, cocaine antagonist project, cell-based, LLC-PK1 hDAT, [14C]-dopamine uptake, MLSMR | Sodium-dependent dopamine transporter (Homo sapiens), Q01959 | LLC-PK1 hDAT cells, [14C]-dopamine uptake with cocaine IC80; actives deviate in either direction | B-score at 10 µM | 110,000 compounds, 1.3% hits | AID 449768, 2010;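 active = Z score or B-score, a plate-position-corrected score, falls beyond the plate's 99.7% confidence bounds, in either direction; inactive = both scores lie inside the 99.7% bounds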;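 also: scored against the spread of the other compound wells on the same plate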
# Target sequence (Q01959 whole entry, looked up): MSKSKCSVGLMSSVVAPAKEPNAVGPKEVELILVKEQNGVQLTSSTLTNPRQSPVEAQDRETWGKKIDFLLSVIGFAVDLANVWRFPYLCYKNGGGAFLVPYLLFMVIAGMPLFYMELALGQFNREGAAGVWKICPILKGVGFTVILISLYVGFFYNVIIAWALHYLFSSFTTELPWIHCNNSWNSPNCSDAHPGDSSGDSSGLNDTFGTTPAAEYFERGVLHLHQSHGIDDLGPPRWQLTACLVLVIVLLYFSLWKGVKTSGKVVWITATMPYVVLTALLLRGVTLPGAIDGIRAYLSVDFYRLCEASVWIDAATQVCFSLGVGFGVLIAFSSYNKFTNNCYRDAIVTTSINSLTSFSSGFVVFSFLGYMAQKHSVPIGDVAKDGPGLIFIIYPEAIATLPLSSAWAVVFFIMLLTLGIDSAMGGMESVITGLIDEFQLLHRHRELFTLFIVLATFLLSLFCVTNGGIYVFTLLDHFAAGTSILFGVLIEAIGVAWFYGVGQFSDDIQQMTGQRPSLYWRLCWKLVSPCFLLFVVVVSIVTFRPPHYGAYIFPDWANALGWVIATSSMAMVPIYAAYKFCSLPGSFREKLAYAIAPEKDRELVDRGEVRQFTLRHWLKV
# Numbers without * were called inactive; & = joins results of further samples. Only part of the results is shown, so the mix of outcomes need not match the whole.
nr	structure	DAT uptake mod
1	O=C(NC1CC1)C1Nc2ccc(OC(F)(F)F)cc2C2C=CCC12 (stereo unspecified)	0.28
2	O=C(NCc1ccccc1)C1=C[C@@H](c2csc3ccccc23)C[C@@H](OCc2ccc(CO)cc2)O1	1.6
3	O=C(NC1CC1)C1=C[C@H](c2csc3ccccc23)C[C@H](OCc2ccc(CO)cc2)O1	0.88
4	COC(C[C@@H](O)C[C@@H](O)[C@H](C)OCc1ccccc1)OC	-0.42
5	Oc1ccc(C[C@H]2CNC(=S)N2CCc2cc(C(F)(F)F)cc(C(F)(F)F)c2)cc1	0.081
6	CC(C)C[C@H](NC(=O)c1nc[nH]c1C(=O)NCC(=O)OC(C)(C)C)C(=O)OC(C)(C)C	1.5
7	Cc1ccc(NC(=O)c2nc[nH]c2C(=O)N[C@@H](CCCCNC(=O)OC(C)(C)C)C(=O)OC(C)(C)C)cc1	1.7
8	O=C(NC1CC1)C1=C[C@@H](c2c[nH]c3ccccc23)C[C@@H](OCc2ccc(CO)cc2)O1	2.3
9	CN(C(=O)COc1ccccc1)c1nnc(C23CC4CC(CC(C4)C2)C3)s1	-0.55
10	C[C@]12CCC(=O)C=C1CC[C@@H]1[C@@H]2[C@@H](O)C[C@@]2(C)[C@H]1CC[C@]2(O)C(=O)COC(=O)CCC(=O)O	-0.4&0.97
11	CC(C)(C)OC(=O)CNC(=O)c1nc[nH]c1C(=O)NCC(=O)OC(C)(C)C	0.047
12	O=C(NCc1cccc(Br)c1)C1CC(c2ccc(C(F)(F)F)cc2)=NO1 (stereo unspecified)	-0.097
13	COc1ccc(C2=CC(=O)CCC2)cc1	0.047
14	O=C(O)Cn1cc(/C=C2/NC(=O)N(c3ccc(Cl)cc3)C2=O)c2ccccc21	1.1
15	COc1ccc(CCc2cc(OC)cc(=O)o2)cc1	0.56

nr	structure	DAT uptake mod
16	Clc1ccc2nsnc2c1NC1=NCCN1	-0.94
17	NC(=O)C1=C[C@@H](C2CCCCC2)C[C@@H](OCCCCO)O1	-0.73
18	C#CCOCCOCCOCCNc1nc(N2CCN(C(=O)[C@H](CCCCN)n3cc([C@@H](N)CC(C)C)nn3)CC2)nc(N2CCN(C(=O)[C@H](Cc3cc4ccccc4[nH]3)n3cc([C@@H](N)Cc4ccc(O)cc4)nn3)CC2)n1	-0.062
19	O=C(NCCc1c[nH]c2ccccc12)[C@@H]1C[C@H]1[C@@H](NP(=O)(c1ccccc1)c1ccccc1)c1ccccc1	-0.19
20	CCN(CC)CCC(c1ccc2c(c1)OCO2)c1c(OC)cc(OC)c2c(-c3ccccc3)cc(=O)oc12 (stereo unspecified)	1.1
21	O=C(c1ccc2c(c1)OCO2)N1CCC2(CC1)Oc1ccc(Cl)cc1C(=O)C21CC(c2cccnc2)=NO1 (stereo unspecified)	-0.21
22	CCOC(=O)C1=C(CCc2ccccc2)NC(=O)NC1c1ccc(C#N)cc1 (stereo unspecified)	1.6
23	O=C(NCc1ccccc1)C1=C[C@H](C2CC2)C[C@H](OCCCCO)O1	-0.21
24	CCC(C)[C@H]1CNC(=S)N1CCc1cccc2ccccc12 (stereo partly specified)	0.66
25	COC(=O)C1=C(C(=O)OC)[C@@H]2N(C)c3ccccc3[C@@]23C[C@@H](C(=O)OC)N(C(=O)c2cccs2)C3=N1	-0.23
26	CCO[C@H]1OC(C(=O)NCc2nc3ccccc3[nH]2)=C[C@@H](c2ccccc2)[C@@H]1CCCO	-0.46
27	COC(=O)C1=C(C(=O)OC)[C@@H]2Nc3ccccc3[C@@]23C[C@@H](C(=O)OC)N=C3N1	0.6
28	COC(=O)c1c(C)cc(O)c(C)c1O	-0.0095
29	C=CC[C@]12CC=CC(=O)[C@@]1(O)O[C@H](c1ccc(OC)c(OC)c1)[C@H]2C	0.2
30	CCOc1ccc(C(=O)O)cn1	0.056

# Fetched by structure from the list above:
nr	structure	DAT uptake mod
29	C=CC[C@]12CC=CC(=O)[C@@]1(O)O[C@H](c1ccc(OC)c(OC)c1)[C@H]2C	0.2
24	CCC(C)[C@H]1CNC(=S)N1CCc1cccc2ccccc12 (stereo partly specified)	0.66
26	CCO[C@H]1OC(C(=O)NCc2nc3ccccc3[nH]2)=C[C@@H](c2ccccc2)[C@@H]1CCCO	-0.46

# Continued.
nr	structure	DAT uptake mod
31	CCO[C@@H]1OC(C(=O)N2CCOCC2)=C[C@H](c2ccc(Br)cc2)[C@H]1CCCO	-0.85
32	CC(C)=CCC12Oc3cc(O)ccc3C1(O)Oc1cc3c(c(O)c1C2=O)C=CC(C)(C)O3 (stereo unspecified)	2.1
33	C#CCOCCOCCOCCNc1nc(N2CCN(C(=O)C([C@@H](C)CC)n3cc(C(N)COC(=O)C(F)(F)F)nn3)CC2)nc(N2CCN(C(=O)[C@H](CCC(=O)O)n3cc(C(N)CC(C)C)nn3)CC2)n1 (stereo partly specified)	-0.45
34	COC(=O)C1=C(C(=O)OC)[C@@H]2N(Cc3ccccc3)c3ccccc3[C@@]23C[C@@H](C(=O)OC)N(C(=O)NC(C)(C)C)C3=N1	1.5
35	CCC(=O)N1CCC2(CC1)Oc1ccc(Cl)cc1C(=O)C21CC(c2ccccc2)=NO1 (stereo unspecified)	0.64
36	COC(=O)[C@@H]1C[C@@]2(O)[C@H](O)[C@H](O)[C@H](O)C[C@H]2N1Cc1ccc(-c2ccccc2)cc1	0.57
37	C[C@H](CS)C(=O)N1CCC[C@H]1C(=O)O	-0.92
38	CC1=C(C(=O)OCc2ccccc2)C(c2cccs2)NC(=O)N1CCCC(=O)O (stereo unspecified)	-0.34
39	COc1ccc2c(c1)oc(=O)c1ccccc12	0.21
40	CO[C@H]1C=CO[C@@]2(C)Oc3c(C)c(O)c4c(O)c(c(C=NN5CCN(C)CC5)c(O)c4c3C2=O)NC(=O)C(C)=CC=C[C@H](C)[C@H](O)[C@@H](C)[C@@H](O)[C@@H](C)[C@H](OC(C)=O)[C@@H]1C	-1.6
41	C/C=C(\C)C(=O)Nc1cccc(C2=NOC3(C2)C[C@@H](C(N)=O)N(C(=O)c2ccccc2C(=O)c2ccccc2)C3)c1 (stereo partly specified)	0.67
42	C=CCN1c2ccccc2[C@]23C[C@@H](C(=O)OC)N(C(=O)CC(C)C)C2=NC(C(=O)OC)=C(C(=O)OC)[C@H]13	-0.18
43	CCC(=O)N1CC2(CC(c3cccc(NC(=O)CC(c4ccccc4)c4ccccc4)c3)=NO2)C[C@H]1C(N)=O (stereo partly specified)	-0.0083
44	O=C(O)Cn1cc(F)c(=O)[nH]c1=O	1.1
45	CC1(C)c2[nH]c3ccccc3c2C[C@H]2C(=O)N(Cc3ccc(F)cc3)C(=O)N21	0.91

nr	structure	DAT uptake mod
46	C=C1CCN([C@@H](C)C(=O)NCc2ccc(OC)cc2)S(=O)(=O)c2ccccc21	0.051
47	C/C=C1\COC(C(=O)NCc2ccncc2)(C(F)(F)F)C=C1C=C1CCCCC1 (stereo unspecified)	-0.98
48	CN1CCCN(C(c2ccccc2)c2ccc(Cl)cc2)CC1 (stereo unspecified)	-2.2
49	CCOC(=O)c1ccc(NC(=O)c2nc[nH]c2C(=O)N[C@@H](CC(C)C)C(=O)OCc2ccccc2)cc1	-0.043
50	O=C(N[C@@H](Cc1ccccc1)C(=O)OCc1ccccc1)c1nc[nH]c1C(=O)NC(c1ccccc1)c1ccccc1	-0.6
51	Cn1c(=O)c2[nH]c(-c3ccccc3)nc2n(C)c1=O	-0.26
52	NC(=O)[C@@H]1CCCCNc2c(F)cc([N+](=O)[O-])cc2C(=O)N[C@@H](CCCN=C(N)N)C(=O)NCC(=O)N1	-0.5
53	CCO[C@@H]1OC(C(N)=O)=C[C@H](c2cn(C(C)=O)c3ccccc23)[C@H]1CCCO	0.17
54	C[C@@H]1CCC[C@H](C)N1NC(=O)c1ccc(Cl)c(S(N)(=O)=O)c1	1.1
55	O=C(NCCCn1ccnc1)C(=O)NCC(c1cccnc1)N1CCN(c2ccccc2)CC1 (stereo unspecified)	-0.96
56	C#CCNC(=O)C1=C[C@@H](c2cn(C(C)=O)c3ccccc23)C[C@@H](OCc2ccc(CO)cc2)O1	0.2
57	CC(=O)Oc1cccc2c1C(=O)c1c(OC(C)=O)cc(C(=O)O)cc1C2=O	1.2
58	COC(=O)CSCc1nc2ccccc2[nH]c1=O	-0.9
59	CCO[C@H]1OC(C(=O)O)=C[C@@H](c2cn(C(C)=O)c3ccccc23)[C@@H]1CCCO	0.0077
60	NC(=O)CC(NC(=O)Cc1cccc2ccccc12)c1ccc(NCCc2ccccc2F)c([N+](=O)[O-])c1 (stereo unspecified)	-0.058

nr	structure	DAT uptake mod
61	C=C1CCN([C@H](C(=O)NCc2ccccc2)C(C)C)S(=O)(=O)c2ccccc21	-0.5
62	CC(C)=CCc1c([C@@H]2CCc3ccc(O)cc3O2)cc2c(c1O)OC(C)(C)C=C2	1.2
63	COc1ccc(C(=O)Nc2cccnc2)cc1C(=O)Nc1cccnc1	-0.69
64	CC[C@@H]1C=C(C)C[C@H](C)C[C@H](OC)[C@H]2O[C@@](O)(C(=O)C(=O)N3CCCC[C@H]3C(=O)O[C@H](/C(C)=C/[C@@H]3CC[C@@H](O)[C@H](OC)C3)[C@H](C)[C@@H](O)CC1=O)[C@H](C)C[C@@H]2OC	2.8
65	CN1CCN(C(=O)C2=C[C@H](c3coc4ccccc4c3=O)C[C@H](OCCCCO)O2)CC1	0.15
66	O=C(Nc1ccccc1)C1=C[C@H](c2coc3ccccc3c2=O)C[C@H](OCCCCO)O1	2.1
67	Nc1ccccc1C#Cc1ccc2[nH]ccc2c1	1.1
68	S=C1NC[C@H](Cc2ccccc2)N1CCc1cccc2ccccc12	0.017
69	COc1ccc([C@H]2/C=C\CN(C(=O)CC(C)(C)C)[C@@H](C)C(=O)N2Cc2ccc(F)cc2)cc1	0.18
70	COc1ccc(C2CC(O)(c3ccccc3)Oc3cc(OC)c(OC)c(OC)c32)cc1 (stereo unspecified)	1.4
71	NC(=O)[C@@H]1CCCCNc2c(I)cc([N+](=O)[O-])cc2C(=O)N[C@@H](CCC(=O)O)C(=O)N[C@@H](CO)C(=O)N1	-0.44
72	Cc1cccc(C(=O)N2CCC(=O)N(C(COCc3ccc(Cl)cc3)Cc3ccccc3)CC2)c1 (stereo unspecified)	0.62
73	CCO[C@@H]1OC(C(=O)Nc2ccccc2)=C[C@H](c2ccc(Br)cc2)[C@H]1CCCO	0.56
74	COC(=O)c1ccc(C23CC4(C2)[C@H](CN(Cc2ccc(C(F)(F)F)cc2)[C@@H]4c2ccccc2)C3c2ccccc2)cc1 (stereo partly specified)	-0.046
75	CCCC[C@@H]1CCCO[C@@](C(=O)NCc2cc(C)n(C)n2)(C(F)(F)F)C1	0.48

# Arranged by length of the SMILES (ascending): part of the list above.
nr	structure	DAT uptake mod
68	S=C1NC[C@H](Cc2ccccc2)N1CCc1cccc2ccccc12	0.017
66	O=C(Nc1ccccc1)C1=C[C@H](c2coc3ccccc3c2=O)C[C@H](OCCCCO)O1	2.1
72	Cc1cccc(C(=O)N2CCC(=O)N(C(COCc3ccc(Cl)cc3)Cc3ccccc3)CC2)c1 (stereo unspecified)	0.62

# The list continues:
nr	structure	DAT uptake mod
76	Cc1ccc(SC[C@H](CC(C)C)N2CCN(CCc3ccccc3)CCC2=O)cc1	0.68
77	C[C@]12C(=O)N(c3ccc(Cl)cc3)C(=O)N1[C@@H]1c3ccccc3OC[C@@H]1[C@H]2c1ccccc1	0.55
78	CCO[C@H]1OC(C(=O)NCc2nc3ccccc3[nH]2)=C[C@@H](C)[C@@H]1CCCO	-1.5
79	O=C1C[C@@H](c2ccc(O[C@@H]3O[C@H](CO)[C@@H](O)[C@H](O)[C@H]3O)cc2)Oc2cc(O)ccc21	0.0037
80	FC(F)(F)c1ccc(CN2C[C@@H]3C(c4ccc(Cl)nc4)C4(c5cccnc5)CC3(C4)[C@H]2c2ccccc2)cc1 (stereo partly specified)	-0.89
81	Cc1cc(-c2ccccc2)nc2cc(C(=O)NCc3ccco3)nn12	0.58
82	OCCNc1nc(Nc2ccc(Cl)cc2)nc(N2CCCC2)n1	-0.31
83	C[C@@H]1CC=C[C@H]2[C@H]1C(=O)N(Cc1ccccc1)[C@H]2c1ccc(Br)cc1F	-0.43
84	NC(=O)[C@H]1CC2(CC(c3cccc(NC(=O)COc4ccc(Cl)cc4)c3)=NO2)CN1C(=O)c1ccccc1C(=O)c1ccccc1 (stereo partly specified)	2.1
85	CC(C)CNC(=O)C1Nc2ccc(OC(F)(F)F)cc2C2C=CCC12 (stereo unspecified)	-0.78
86	CN(C)[C@@H]1C(=O)C(C(N)=O)=C(O)[C@@]2(O)C(=O)C3=C(O)c4c(O)ccc(Cl)c4[C@@H](O)[C@H]3C[C@@H]12	-0.43
87	CCCCNC(=O)c1onc(CSc2ccncc2)c1C(=O)NCCCC	0.48
88	C[C@@H](C(=O)Nc1ccc2ccccc2c1)[C@H]1C[C@]1(C)[C@H](NC(=O)OCc1ccccc1)c1ccccc1	-0.48
89	COC(=O)C[C@H]1c2cc(F)ccc2S(=O)(=O)N1Cc1ccccc1OC	-0.69
90	CN(C(=O)COc1ccc(Cl)cc1)c1nnc(C23CC4CC(CC(C4)C2)C3)s1	-1.6

nr	structure	DAT uptake mod
91	CCCC[C@@H]1CCCO[C@@](C(=O)NCc2ccc(C)o2)(C(F)(F)F)C1	-0.23
92	C=C1CCN([C@H](C(=O)NCc2cc(OC)c(OC)c(OC)c2)C(C)C)S(=O)(=O)c2ccccc21	1.1
93	O=C(O)c1cc(-c2ccccc2)nn1CC1CC(c2cccnc2)=NO1 (stereo unspecified)	-0.2
94	O=C(C1=C[C@H](c2ccccc2)C[C@H](OCc2ccc(CO)cc2)O1)N1CCN(Cc2ccccc2)CC1	2.8*
95	Cc1ccc(-c2cccc(C(=O)NCCc3ccccc3)n2)c2ccccc12	-0.096
96	COc1ccc2c3c([nH]c2c1)C1CC2C(CC(O)C(OC)C2CO)CN1CC3 (stereo unspecified)	-0.62
97	Nc1cc(=O)[nH]c(=O)n1Cc1ccccc1	-0.36
98	O=C(NCc1ccccc1)C1=C[C@@H](C2CCCCC2)C[C@@H](OCc2ccc(CO)cc2)O1	1.5
